Screens deposited in PubChem BioAssay by Broad Institute.
PRC2 inh = EZH2/PRC2 methyltransferase inhibitors, primary screen, biochemical, DELFIA time-resolved fluorescence, single point. PRC2 H3K27 methylation, DELFIA TRF, 1 h. inhibition, % at 12.5 µM. actives 0.35% (n = 57,000). AID 651548, 2012;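 active means mean inhibition of replicates at least 50% and every single replicate also reaching 50%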;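 further: dimethyl H3K27 on biotinylated H3 21-44 peptide detected by antibody; plate controls were median neutral control wells for no effect and median positive control wells for full effect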
IDH1 R132H inh = inhibitors of IDH1 R132H reductase, primary screen, biochemical, plate reader, single point. actives 0.18% (n = 70,000). inhibition, % at 10 µM. diaphorase/resazurin fluorescence, 60 min; in the data active means inhibition above about 34%;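 further: 0% = DMSO and 100% = no enzyme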
Target sequence (O75874 whole entry R132H): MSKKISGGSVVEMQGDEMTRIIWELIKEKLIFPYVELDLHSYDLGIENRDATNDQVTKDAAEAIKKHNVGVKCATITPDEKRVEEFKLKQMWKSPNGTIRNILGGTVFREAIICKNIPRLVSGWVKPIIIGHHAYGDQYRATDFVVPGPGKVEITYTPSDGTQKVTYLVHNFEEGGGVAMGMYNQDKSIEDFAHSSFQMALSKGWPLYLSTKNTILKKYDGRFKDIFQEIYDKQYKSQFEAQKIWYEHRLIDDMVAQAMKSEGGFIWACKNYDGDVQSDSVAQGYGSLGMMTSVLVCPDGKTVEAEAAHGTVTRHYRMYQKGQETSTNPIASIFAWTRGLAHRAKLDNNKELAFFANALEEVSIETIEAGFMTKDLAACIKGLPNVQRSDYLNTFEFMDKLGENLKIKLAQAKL
Numbers without * were called inactive; / = not tested or not shown. A portion of the library; the hit share may differ from the screen's.

SMILES | PRC2 inh | IDH1 R132H inh
CO[C@@H]1CN(C)C(=O)c2cc(NC(=O)C3CCCC3)ccc2OC[C@@H](C)N(S(C)(=O)=O)C[C@@H]1C | 2.7 | 0.1
O=C(Nc1ccc(F)cc1)N[C@@H]1CC[C@H](CCNS(=O)(=O)c2cccc(Cl)c2)O[C@H]1CO | -10.5 | 0.1
CO[C@@H](CN(C)Cc1nccs1)[C@@H](C)CN([C@H](C)CO)S(=O)(=O)c1ccc(C)cc1 | -9.0 | -0.1
C[C@H]1CN([C@@H](C)CO)C(=O)c2cc(C3=CCCCC3)cnc2O[C@H]1CN(C)C(=O)C1CCOCC1 | 0.1 | 3.0
O=C(Nc1ccc2c(c1)[C@H]1C[C@H](CC(=O)N3CCCCC3)O[C@@H](CO)[C@H]1O2)NC1CCCC1 | 3.0 | 0.1
CO[C@H]1CN(C)C(=O)c2cc(NC(=O)NC(C)C)ccc2OC[C@H](C)N(C)C[C@@H]1C | -0.2 | -0.1
Cc1ccc(S(=O)(=O)Nc2ccc3c(c2)CC(=O)N([C@H](C)CO)C[C@@H](C)[C@H](CN(C)C(=O)Nc2cccc4ccccc24)O3)cc1 | / | -0.1
O=C(N[C@H]1CC[C@@H](CCn2cc(-c3ccc(F)cc3)nn2)O[C@@H]1CO)c1cnccn1 | 21.2 | 0.1
O=C(N[C@H]1CC[C@H](CC(=O)N2CCOCC2)O[C@H]1CO)c1ccccn1 | 3.7 | 0.1
COC(=O)c1c(NC(=O)CSc2ncnc3sc(C)c(C)c23)sc(C)c1C | 1.5 | 0.5
C[C@@H]1CN([C@H](C)CO)S(=O)(=O)c2ccc(Br)cc2O[C@@H]1CN(C)Cc1ccncc1 | 4.6 | 20.4
COc1ccc(OC(=O)N(C)C[C@H]2OCc3ccccc3-c3ccccc3C(=O)N([C@H](C)CO)C[C@H]2C)cc1 | -4.8 | -1.6
C[C@@H](NC(=O)C[C@H]1C[C@H]2c3cc(NC(=O)c4cccnc4)ccc3O[C@H]2[C@H](CO)O1)c1ccccc1 | 7.7 | 0.0
CC(C)NC(=O)N(C)C[C@@H]1OCCCC[C@@H](C)Oc2ccc(NC(=O)Nc3ccc(C(F)(F)F)cc3)cc2C(=O)N([C@@H](C)CO)C[C@@H]1C | / | -3.4
COc1ccc(S(=O)(=O)N(C)C[C@H]2Oc3ccc(NC(=O)Nc4cccc5ccccc45)cc3CC(=O)N([C@H](C)CO)C[C@@H]2C)cc1 | / | 1.8
COc1ccc(S(=O)(=O)Nc2ccc3c(c2)C(=O)N([C@H](C)CO)C[C@H](C)[C@@H](CN(C)Cc2ccncc2)O3)cc1 | / | 2.9
CCC(=O)N(C)C[C@H]1Oc2ncc(C#Cc3ccc(OC)cc3)cc2C(=O)N([C@@H](C)CO)C[C@@H]1C | / | 0.3
CC(C)COC(=O)N(C)C[C@H]1OCc2ccccc2-c2ccccc2C(=O)N([C@@H](C)CO)C[C@H]1C | -1.9 | -0.8
C[C@@H]1CN([C@@H](C)CO)S(=O)(=O)c2ccc(Br)cc2O[C@@H]1CN(C)CC1CC1 | 4.7 | 0.9
CC(C)(C)[S@](=O)N1Cc2cc(C(=O)NCc3ccccn3)nc(-c3cccc(-c4ccccc4F)c3)c2[C@@H]1CCO | 9.0 | -0.3
CN1CCN(C(=O)C[C@@H]2CC[C@@H](NC(=O)c3ccc4c(c3)OCO4)[C@H](CO)O2)CC1 | -0.5 | -0.4
CNC[C@H]1Oc2c(NC(=O)Nc3ccc(F)cc3)cccc2C(=O)N([C@@H](C)CO)C[C@H]1C | / | 2.5
CCCNC(=O)N1C[C@@H](C)[C@@H](OC)CN(C)C(=O)c2cc(NC(=O)C3CCC3)ccc2OC[C@H]1C | 9.3 | -0.2
C[C@@H](NC(=O)C[C@H]1C[C@H]2c3cc(NC(=O)CN(C)C)ccc3O[C@H]2[C@@H](CO)O1)c1ccccc1 | -2.6 | 0.1
CO[C@@H]1CN(C)C(=O)c2cc(NC(=O)C3CC3)ccc2OC[C@@H](C)N(C(=O)c2ccncc2)C[C@H]1C | 8.0 | 0.3
COc1ccc(S(=O)(=O)Nc2ccc3c(c2)C(=O)N([C@H](C)CO)C[C@@H](C)[C@H](CN(C)Cc2ccc(C(=O)Nc4ccccc4N)cc2)O3)cc1 | -11.8 | 0.0
CC(C)NC(=O)N(C)C[C@@H]1Oc2ccc(NC(=O)CCN3CCOCC3)cc2CC(=O)N([C@H](C)CO)C[C@H]1C | / | 2.3
C[C@@H]1CN([C@H](C)CO)C(=O)c2cc(NC(=O)CCCN(C)C)ccc2O[C@@H](C)CCCCO[C@H]1CN(C)C(=O)CCCN(C)C | / | 6.0
OCc1ccccc1O[C@@H]1O[C@H](CO)[C@@H](O)[C@H](O)[C@H]1O | / | 0.0
CO[C@H]1CN(C)C(=O)c2ccc(NS(C)(=O)=O)cc2OC[C@H](C)N(Cc2cccnc2)C[C@H]1C | -3.6 | -0.1
Cc1ccccc1-c1cnc2c(c1)C(=O)N([C@H](C)CO)C[C@H](C)[C@@H](CN(C)Cc1ccncc1)O2 | / | -0.6
COc1cc(OC)c(NC(=O)CN(C)S(=O)(=O)c2ccc(Br)cc2)cc1Cl | -19.2 | 0.0
O=C(Nc1ccc(F)cc1)N[C@H]1CC[C@@H](CCNS(=O)(=O)c2ccccc2F)O[C@@H]1CO | -1.7 | 0.0
N#C[C@H]1[C@@H](c2ccc(C3=CCCC3)cc2)[C@@H](CO)N1C(=O)NC1CCCC1 | / | -0.3
CS(=O)(=O)N(CC(=O)Nc1cccc2ccccc12)c1ccc(F)c(Cl)c1 | -9.2 | -0.2
CO[C@H]1CN(C)C(=O)c2cc(NC(=O)Nc3c(C)noc3C)ccc2OC[C@@H](C)N(C)C[C@H]1C | 5.4 | 0.2
CCC(=O)N(C)C[C@H]1Oc2ncc(/C=C/c3ccccc3)cc2C(=O)N([C@H](C)CO)C[C@@H]1C | / | -0.2
O=C(CC1CC1)Nc1ccc2c(c1)[C@H]1C[C@H](CC(=O)N3CCOCC3)O[C@@H](CO)[C@H]1O2 | -13.6 | 0.2
O=C(NO)c1ccc(C(=O)N/N=C/c2ccncc2Br)cc1 | -9.5 | -0.2
COc1cccc(NC(=O)N(C)C[C@@H]2Oc3cc(C#Cc4ccc(F)cc4)ccc3S(=O)(=O)N([C@@H](C)CO)C[C@H]2C)c1 | / | -1.2
O=C(C[C@H]1C=C[C@@H](NC(=O)c2ccncc2)[C@H](CO)O1)NCC1CCCCC1 | 4.6 | 0.2
O=C(CN1CCOCC1)N[C@@H]1CC[C@H](CCn2cc(C3CCCCC3)nn2)O[C@@H]1CO | 2.8 | -0.2
COc1cccc(OCCNS(=O)(=O)c2cccc([N+](=O)[O-])c2)c1 | 1.4 | -0.1
C[C@H](NC(=O)C[C@H]1C=C[C@@H](NC(=O)Nc2ccc3c(c2)OCO3)[C@H](CO)O1)c1ccccc1 | -17.4 | 0.0
NC(=O)/C(=C/c1ccc2c(c1)OCO2)NC(=O)c1ccc(Br)cc1 | -1.7 | 0.5
COCc1cn(CC[C@@H]2CC[C@@H](NC(=O)c3ccncc3)[C@@H](CO)O2)nn1 | 0.8 | 0.5
O=C(Cc1ccccn1)NCC[C@@H]1CC[C@@H](NC(=O)Nc2ccc(Cl)cc2)[C@H](CO)O1 | -13.5 | 0.4
Cc1noc(C)c1S(=O)(=O)Nc1cccc2c1O[C@H](CN(C)Cc1ccc(C(=O)O)cc1)[C@H](C)CN([C@@H](C)CO)C2=O | / | 3.3
CN(C)CC(=O)N[C@H]1C=C[C@@H](CC(=O)NCCN2CCCCC2)O[C@@H]1CO | 0.7 | 0.4
Cc1ccc(S(=O)(=O)Nc2ccc3c(c2)CC(=O)N([C@H](C)CO)C[C@@H](C)[C@@H](CN(C)C(=O)Nc2ccccc2)O3)cc1 | 6.5 | /
CC(C)NC(=O)N(C)C[C@@H]1Oc2ncc(C#CC3CC3)cc2C(=O)N([C@@H](C)CO)C[C@@H]1C | 0.7 | -3.7
C[C@H]1CN([C@@H](C)CO)C(=O)c2cc(-c3ccccc3)cnc2O[C@H]1CN(C)C(=O)C1CCCCC1 | -19.8 | -0.5
C[C@@H]1CN([C@H](C)CO)C(=O)c2cc(NS(=O)(=O)c3ccc(F)cc3)ccc2O[C@@H]1CN(C)Cc1ccc2c(c1)OCO2 | 5.5 | -0.6
C[C@H](CO)N1C[C@H](C)[C@@H](CN(C)Cc2ccc(-c3ccccc3)cc2)Oc2ccc(NS(=O)(=O)c3cccs3)cc2C1=O | 37.9 | -1.1
CC(C)NC(=O)N(C)C[C@H]1Oc2ccc(NC(=O)CCCN(C)C)cc2C(=O)N([C@H](C)CO)C[C@H]1C | / | 2.1
CCOc1ccc(NC(=O)Cn2cnc3scc(-c4ccc5ccccc5c4)c3c2=O)cc1 | -10.6 | 0.0
CC(C)NC(=O)N(C)C[C@@H]1Oc2ccc(NS(C)(=O)=O)cc2C(=O)N([C@H](C)CO)C[C@@H]1C | 0.9 | 1.8
O=C(N[C@H]1CC[C@H](CCNS(=O)(=O)c2ccc(F)cc2)O[C@@H]1CO)C1CCC1 | -6.1 | 0.1
Cc1noc(C)c1NC(=O)N(C)C[C@@H]1Oc2ccc(NC(=O)CCN3CCOCC3)cc2CC(=O)N([C@@H](C)CO)C[C@H]1C | / | -0.1
C[C@@H]1CCCCO[C@@H](CN(C)S(=O)(=O)c2cccs2)[C@@H](C)CN([C@H](C)CO)C(=O)c2cc(NS(C)(=O)=O)ccc2O1 | / | -0.6
The listing continues:
SMILES | PRC2 inh | IDH1 R132H inh
C[C@H](CO)N1C[C@H](C)[C@H](CN(C)C(=O)CN(C)C)Oc2cc(C#Cc3ccc(F)cc3)ccc2S1(=O)=O | -33.2 | -0.1
C[C@@H]1CN([C@H](C)CO)S(=O)(=O)c2ccc(C#Cc3ccc(F)cc3)cc2O[C@@H]1CN(C)C(=O)c1ccccn1 | -15.8 | /
CC(C)NC(=O)N(C)C[C@H]1OCCCC[C@@H](C)Oc2ccc(NC(=O)Cc3ccccc3)cc2C(=O)N([C@@H](C)CO)C[C@H]1C | -13.4 | -1.4
C[C@H](CO)N1C[C@H](C)[C@H](CN(C)Cc2ccc(-c3ccccc3)cc2)Oc2c(NS(C)(=O)=O)cccc2C1=O | 19.6 | /
C[C@H](O)C#Cc1ccc2c(c1)O[C@H](CN(C)Cc1ccncc1)[C@H](C)CN([C@@H](C)CO)S2(=O)=O | -10.3 | 8.2
CCC(=O)N1C[C@@H](C)[C@H](OC)CN(C)C(=O)c2cc(NC(=O)Nc3ccc(Cl)cc3)ccc2OC[C@@H]1C | -1.6 | 0.4
C[C@@H]1CN([C@H](C)CO)C(=O)c2cccc(NC(=O)c3nc4ccccc4s3)c2O[C@H]1CN(C)C(=O)Nc1ccc(F)cc1 | / | 3.2
O=C(CCN1CCN(CCO)CC1)Nc1ccc(F)c(F)c1 | / | 0.2
NC(=O)c1c(NC(=O)c2ccc(COc3cc(Cl)ccc3Cl)o2)sc2c1CCCC2 | -0.7 | 0.2
CCC(=O)N1C[C@@H](C)[C@H](OC)CN(C)C(=O)c2ccc(NC(=O)c3cc(C)on3)cc2OC[C@H]1C | 7.4 | /
CNC[C@H]1OCCCC[C@H](C)Oc2ccc(NS(=O)(=O)c3ccc(C)cc3)cc2C(=O)N([C@@H](C)CO)C[C@H]1C | 5.6 | -1.3
C[C@H](CO)N1C[C@H](C)[C@H](CN(C)S(=O)(=O)c2cccs2)Oc2ccc(NS(=O)(=O)c3ccccc3)cc2CC1=O | / | -2.3
C[C@@H]1CN([C@@H](C)CO)C(=O)c2cc(NC(=O)CCC(F)(F)F)ccc2O[C@@H](C)CCCCO[C@@H]1CN(C)Cc1ccc(C(F)(F)F)cc1 | / | 2.9
C[C@H](CO)N1C[C@H](C)[C@H](CN(C)CC2CCCCC2)Oc2c(NC(=O)C3CCCCC3)cccc2C1=O | -7.1 | 4.7
C[C@@H]1CN([C@@H](C)CO)C(=O)Cc2cc(NS(=O)(=O)c3cccs3)ccc2O[C@H]1CN(C)CC1CCCCC1 | 0.6 | -1.4
CCC(=O)N[C@@H]1C=C[C@@H](CC(=O)NCC2CCCCC2)O[C@@H]1CO | -8.1 | -0.1
CCn1c(SCC(=O)Nc2ccc(Cl)cc2Cl)nnc1-c1cc(Br)ccc1O | 9.7 | -0.3
Cc1ccc(-c2cnc3c(c2)C(=O)N([C@@H](C)CO)C[C@@H](C)[C@@H](CN(C)Cc2ccccc2F)O3)cc1 | 6.8 | -0.3

Grouped by structure, the entries above containing an aryl methoxy group (8)
SMILES | PRC2 inh | IDH1 R132H inh
COc1ccc(OC(=O)N(C)C[C@H]2OCc3ccccc3-c3ccccc3C(=O)N([C@H](C)CO)C[C@H]2C)cc1 | -4.8 | -1.6
COc1ccc(S(=O)(=O)N(C)C[C@H]2Oc3ccc(NC(=O)Nc4cccc5ccccc45)cc3CC(=O)N([C@H](C)CO)C[C@@H]2C)cc1 | / | 1.8
COc1ccc(S(=O)(=O)Nc2ccc3c(c2)C(=O)N([C@H](C)CO)C[C@H](C)[C@@H](CN(C)Cc2ccncc2)O3)cc1 | / | 2.9
CCC(=O)N(C)C[C@H]1Oc2ncc(C#Cc3ccc(OC)cc3)cc2C(=O)N([C@@H](C)CO)C[C@@H]1C | / | 0.3
COc1ccc(S(=O)(=O)Nc2ccc3c(c2)C(=O)N([C@H](C)CO)C[C@@H](C)[C@H](CN(C)Cc2ccc(C(=O)Nc4ccccc4N)cc2)O3)cc1 | -11.8 | 0.0
COc1cc(OC)c(NC(=O)CN(C)S(=O)(=O)c2ccc(Br)cc2)cc1Cl | -19.2 | 0.0
COc1cccc(NC(=O)N(C)C[C@@H]2Oc3cc(C#Cc4ccc(F)cc4)ccc3S(=O)(=O)N([C@@H](C)CO)C[C@H]2C)c1 | / | -1.2
COc1cccc(OCCNS(=O)(=O)c2cccc([N+](=O)[O-])c2)c1 | 1.4 | -0.1
